TDP43 rescue – rescues yeast growth from TDP-43 toxicity; TDP-43 expressing yeast growth rescue, BacTiter-Glo, 24 h; Potency, µM (highest dose often 46.1 µM), inactives show at the top dose growth rescue (activation), usual class: activators; 410,000 tested, 1.8% active; AID 652104; further: % of control where 0% means no effect; nearly all actives have a fitted effect of over 50% in size
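In this qHTS, compounds that restore growth of yeast expressing TDP-43 appear as activators. Cells (OD600=0.02, galactose medium, raffinose-pregrown) are incubated with compound 24 hr at 30 deg C and growth is quantified by BacTiter-Glo.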
HT1080-NT tox – kills 2HG-producing HT-1080-NT fibrosarcoma cells; Potency, µM (top dose mostly 46.1 µM), without a hit: top-dose activity, negative = less viability, usual class: cytotoxic; AID 686970; HT-1080-NT fibrosarcoma viability, CellTiter-Glo ATP luminescence, 48 h; 360,000 tested, 1.6% active;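 further: NT is the 2HG producing partner of a matched IDH1 knockdown line; 0% = DMSO-treated cells and -100% = media-only wells without cells; nearly all actives have a fitted effect of over 55% in size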
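750 cells/well, RPMI + 5% FBS; 2 h settle, compound pin-transfer, 48 h at 37 degrees C. CellTiter-Glo 10 min RT, luminescence. Normalized to DMSO and media-only wells.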
HT1080 IDH1KD tx – HT-1080 IDH1 knockdown cell toxicity (counter line). Potency, µM (doses to about 46.1 µM), inactives show top-dose activity, negative = toxicity, usual class: cytotoxic. HT-1080 IDH1 knockdown viability, ATP luminescence, 48 h. 360,000 tested, 2% active;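 further: 0% = DMSO wells and -100% = cell-free medium wells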
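In this qHTS, HT-1080 cells depleted of IDH1 are exposed for 48 h at 37 °C to compound titrations. Toxicity is scored from CellTiter-Glo luminescence, with DMSO as full viability and medium alone as none.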
GLP1R cytotox – cytotoxic in the GLP-1 receptor inverse agonist counter-screen; HEK293 cAMP-luciferase reporter cells, luminescence, 24 h; Potency, µM (titrated, usually from 38.3 µM), inactives show at the highest dose activity change, negative = inhibition, most hits filed as inhibitors; 410,000 tested, 0.13% active; AID 624418;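 further: loss of luciferase light is scored as toxicity; on the % scale 0 is the no-effect control and ±100 the full control effect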
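Seeding density was 200 cells/uL; after overnight-length (12 h) culture, 23 nL compounds went on for 24 h at 37 °C. Readout used a luciferase detection reagent, luminescence taken after 12 min at room temperature.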
KB-3-1 tox – KB-3-1 parental cell cytotoxicity; 400,000 tested, 1.4% active; Potency, µM (doses to about 46.1 µM), inactives show top-dose activity change, negative = cytotoxic, actives largely listed as cytotoxic; AID 1347075; KB-3-1 viability, CellTiter-Glo ATP luminescence, 72 h; further: on the % scale 0 is the no-effect control and ±100 the full control effect; nearly all actives have a fitted effect of over 60% in size
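Here the drug-naive KB-3-1 line serves as comparator for MDR sub-line selectivity; cells received compound titrations, 72 h at 37 °C, then CellTiter-Glo readout.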
KB-V1 cytotox – KB-V1 MDR subline cytotoxicity; KB-V1 MDR cells viability, CellTiter-Glo, 72 h; Potency, µM (series often up to 46.1 µM), without a hit: at the top dose activity change, negative = cytotoxicity, actives largely listed as cytotoxic; 400,000 tested, 3.4% active; further: on the % scale 0 is the no-effect control and ±100 the full control effect; nearly all actives have a fitted effect of over 60% in size
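Readout: CellTiter-Glo luminescence, 10 min after addition. Cells: KB-V1 MDR subline, 72 h at 37 degrees C with compound. Analysis: corrected, normalized data fitted to concentration-effect curves.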
SW480 rerep – induces DNA re-replication in SW480 colon adenocarcinoma cells | SW480 DNA re-replication, Hoechst DNA content imaging, 48 h | Potency, µM (doses to about 46.1 µM), for the others: top-dose re-replication activation, usual class: activators | 340,000 tested, 1.8% active; further: % of control where 0% means no effect; nearly all actives have a fitted effect of over 55% in size
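Per well, 250 cells were exposed to pinned compound for 48 hr. Nuclear DNA was visualised with Hoechst (40 min, 37 C) and total object intensity recorded by fluorescence scanning.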
GLP-1R agonist – activates the human GLP-1 receptor; P43220; HEK293 GLP-1R CRE-luciferase, luminescence, 4-6 h; cells express a hypersensitive GLP-1R form; 380,000 tested, 0.007% active; Potency, µM (doses to about 45.6 µM), without a hit: at the top dose activation, most hits filed as activators; further: % of control where 0% means no effect
Target sequence (P43220 whole entry, looked up): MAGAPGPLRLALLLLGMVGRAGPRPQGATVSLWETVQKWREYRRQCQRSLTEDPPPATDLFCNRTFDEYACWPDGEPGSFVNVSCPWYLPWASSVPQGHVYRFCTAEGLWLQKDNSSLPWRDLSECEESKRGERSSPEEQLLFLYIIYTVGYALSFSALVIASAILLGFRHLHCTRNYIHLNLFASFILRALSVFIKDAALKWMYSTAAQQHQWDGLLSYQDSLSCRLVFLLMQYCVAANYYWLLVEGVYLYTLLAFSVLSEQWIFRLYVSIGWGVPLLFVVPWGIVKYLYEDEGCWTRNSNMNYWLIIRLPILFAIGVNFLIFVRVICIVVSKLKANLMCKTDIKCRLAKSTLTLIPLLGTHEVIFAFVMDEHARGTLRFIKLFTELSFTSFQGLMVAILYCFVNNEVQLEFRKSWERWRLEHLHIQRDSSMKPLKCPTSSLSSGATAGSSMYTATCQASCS
GLP1R inv ag – inverse agonists of human GLP-1 receptor | P43220 | HEK293 GLP-1R CRE-luciferase, luminescence, 24 h; GLP-1R form is constitutively active | Potency, µM (highest dose often 38.3 µM), inactives show top-dose activity change, negative = inhibition, usual class: inhibitors | 410,000 tested, 1.6% active; further: on the % scale 0 is the no-effect control and ±100 the full control effect; nearly all actives have a fitted effect of over 55% in size
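Seeding at 200 cells/uL, 12 h culture, 24 hr compound treatment, then luciferase reagent and a luminescence read; cells are HEK293 stably expressing a constitutively active GLP-1R plus cAMP-responsive luciferase.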
Numbers without * were called inactive; ? = inconclusive; · = not tested or not shown; [ ] = dose if it differs, or a comment. The call rests on the fitted dose curve; in most records, active means well fitted curve in the direction sought with a large enough effect; inconclusive means small, poorly fitted or top-dose-only effect, or another doubt; inactive means no such curve, though single readings can be large; an effect the other way counts as inactive or inconclusive. Potency means the concentration at half of the fitted maximal effect.

nr	mol	TDP43 rescue	HT1080-NT tox	HT1080 IDH1KD tx	GLP1R cytotox	KB-3-1 tox	KB-V1 cytotox	SW480 rerep	GLP-1R agonist	GLP1R inv ag
1	CCn1cc(C(=O)NCc2ccc(Cl)cc2)c(=O)c2cc(S(=O)(=O)N(C)C)ccc21	-10%	-6%	0%	-3%	5%	15µM*	?	17%	28%
2	N#CCSc1ncnc2sc3c(c12)CCC3	15%	0%	2%	1%	-1%	0%	0%	-3%	42%[activator]
3	O=C(NCCCN1CCOCC1)c1cc(C(=O)C2CC2)c[nH]1	-2%	10%	0%	4%	11%	14%	2%	-9%	3%
4	Cn1c(SCc2ccccc2)nnc1-c1ccc2nonc2c1	-1%	16%	3%	-6%	?	-5%	1%	8%	-27%
5	CC1=C(C(=O)N2CCOCC2)CC(CC(=O)NCCN2CCOCC2)C(=O)N1Cc1ccc(F)cc1 (centres undefined)	27%	16%	14%	-3%	5%	-7%	·	-5%	9%
6	Cc1ccc(/C=N/NC(=O)CSc2nc3ccccc3[nH]2)o1	-18%	-2%	2%	-2%	3%	-4%	?	12%	0%
7	C[C@H](NC(=O)C1CC(=O)N(c2ccc3c(c2)OCO3)C1)C(=O)NCc1ccco1 (some centres undefined)	2%	13%	10%	-3%	-15%	-14%	-13%	1%	-3%
8	CCOC(=O)CCc1c(C)nc2cc(-c3ccccc3OC)[nH]n2c1=O	26%	5%	9%	-19%	6%	17%	5%	12%	-22%
9	O=C(NCCCc1ccccc1)c1ccc(CS(=O)Cc2ccccc2Cl)o1 (centres undefined)	6%	-8%	-4%	9%	0%	?	8%	10%	-21%
10	O=C(CNC(=O)c1ccc(Cl)cc1)NCc1ccccn1	10%	0%	-2%	4%	0%	15%	-18%	-1%	-4%
11	Cc1c(NC(=O)c2ccc(Cl)c([N+](=O)[O-])c2)cccc1-n1cnnn1	9%	6%	-16%	-11%	·	·	?	-18%	7%
12	O=C(CN1CCN(c2ccc(O)cc2)CC1)Nc1ccc(SC(F)F)cc1	-13%	-3%	-14%	-5%	?	9%	17%	1%	?
13	O=C(Cn1c(CN2CCCCC2)nc2ccccc2c1=O)Nc1ccccc1	-9%	?	?	-19%	15%	-14%	13%	0%	?
14	Cc1cccc2nc(-c3cccnc3)c(Nc3ccc(C(C)C)cc3)n12	16%	·	·	-14%	?	?	·	·	10µM*
15	COc1ccc(C(=O)N[C@H](C(=O)Nc2nc3ccccc3[nH]2)C(C)C)cc1	-6%	5.8µM*	5.8µM*	16%[0.307 µM]	2.1µM*	16µM*	9.2µM*	5%	-15%[0.307 µM]
16	Nc1ccc2nc(-c3cccnc3)[nH]c2c1	-16%	9%	9%	-4%	6%	19%	-4%	26%	47%[activator]
17	CSc1ccc(/C=C/C(=O)N2CCN(c3ccccn3)CC2)cc1	14%	21%	21%	1%	-1%	-8%	-2%	-2%	-22%
18	CSc1ccc(CN(C)CC(=O)NC(=O)NC(C)(C)C)cc1	13%	-9%	-3%	-14%	-5%	-7%	-1%	5%	?
19	Cc1cc(C(=O)CCC(=O)NCC(=O)Nc2c(C)cccc2C)c(C)s1	-5%	-9%	0%	1%	1%	-9%	-1%	-5%	-14%
20	COc1ccc(NC(=O)CSc2nc(C)cc(C(F)(F)F)n2)cc1	21%	8%	8%	16%	14%	-8%	2%	-2%	4%
21	CC(C)Cn1c(/C=C/c2ccccc2)nc2ccccc21	-3%	?	-23%	-16%	-3%	0%	5%	14%	?
22	Cc1nc2ccccc2n1CCc1nc2c3ccccc3nc(=S)n2[nH]1	-10%	4%	4%	4%	2%	0%	-8%	5%	0%
23	CCC(CC)c1nnc(NC(=O)c2cc(-c3ccccc3)nc3ccccc23)s1	20%	12%	22%	-19%	11%	?	-14%	-4%	0%
24	O=C(C1CCN(S(=O)(=O)c2cnc[nH]2)CC1)N1CCn2c1nc1ccccc12	-15%	10%	15%	4%	0%	-2%	0%	-7%	-1%
25	O=C(NCCCn1ccnc1)C(F)(F)C(F)(F)C(=O)NCCCn1ccnc1	5%	18%	24%	2%	7%	-4%	-3%	-4%	21%
26	CCc1ccc(CN(C)CC(O)COc2cccc3ccccc23)cc1 (centres undefined)	-17%	?	?	0%	-2%	1%	?	16%	?
27	COc1ccc(CCNS(=O)(=O)c2ccc3c(c2)CCN3C(=O)C2CC2)cc1OC	-4%	2%	2%	-5%	4%	-23%	-2%	24%	50%[activator]
28	CCC(OC(=O)c1cccs1)C(=O)NC1CCCCC1 (centres undefined)	2%	-3%	-4%	9%	17%	-7%	-7%	13%	-38%
29	CCOc1ccccc1NC(=O)N1CCCc2ccccc21	4%	-5%	-2%	-5%	-4%	-2%	1%	5%	-21%
30	O=C(NC1CCCCC1)C1CCCN(S(=O)(=O)c2ccc(F)cc2)C1 (centres undefined)	-11%	-3%	-7%	14%	-21%	?	-2%	0%	7%
31	O=C1CC(c2ccccc2)Sc2nc(-c3ccccc3)c(-c3ccccc3)n21 (centres undefined)	13%	?	20%	-2%	7%	1%	-1%	6%	18%
32	O=c1[nH]c(=O)n(C2OC(CO)C(O)C2O)c2c1CCCC2 (centres undefined)	13%	29%	4%	4%	0%	3%	·	-2%	25%
33	Oc1ccc(Cl)cc1/C=N/c1nccs1	-27%	-7%	?	-2%	-2%	?	13%	-14%	6%
34	O=c1c(N2CCCCC2)coc2ccccc12	2%	5%	-13%	-2%	2%	11%	-1%	1%	0%
35	CC1=C(c2ccc(C(C)C)cc2)S(=O)(=O)N=C1N1CCC(C(=O)NCc2ccc(C)o2)CC1	9%	·	·	-2%	-2%	0%	·	·	3%
36	Cc1csc(SCC(=O)NC(=O)NCCC(C)C)n1	22%	1%	-10%	8%	3%	-12%	-19%	5%	13%
37	CC(C)C(NC(=S)Nc1ccccc1)C(=O)O (centres undefined)	15%	14%	15%	2%	5%	20%	-3%	3%	-5%
38	CC(=O)C1=C(O)C(=O)N(Cc2ccccc2)C1c1cccc([N+](=O)[O-])c1 (centres undefined)	0%	3%	2%	1%	-21%	-9%	13%	-3%	-1%
39	CCOc1ccc(CCNC(=O)CSc2ncn[nH]2)cc1OCC	12%	1%	4%	-1%	-6%	1%	2%	16%	46%[activator]
40	Cc1[nH]c2ccccc2c1CCNC(=O)c1c(N)no[n+]1[O-]	?	-15%	-9%	0%	?	?	2%	8%	9%
41	CS/C(=N\S(=O)(=O)c1ccccc1)c1ccccc1	25%	5%	18%	2%	11%	15%	-55%[inhibitor]	-10%	0%
42	C/C(=N\N(C)C)C1=C(O)c2ccccc2C1=O	21%	16%	23%	-12%	23%	4%	-5%	6%	16%
43	O=C(c1ccc(F)cc1)c1cn(Cc2ccccc2F)c2cc3c(cc2c1=O)OCCO3	23%	·	·	-11%	8%	-14%	·	·	-5%
44	Brc1ccc(-c2nnc3sc(CN4CCC5(CC4)OCCO5)cn23)cc1	-21%	13%	1%	2%	-15%	11%	-9%	-12%	0%
45	COc1cc(/C=C/C(=O)N2CCN(CC(O)COc3ccccc3)CC2)cc(OC)c1OC (centres undefined)	-5%	1%	-1%	14%	-19%	-11%	-8%	16%	7%
46	CC(C)(C)OC(=O)NCCCCCc1nnc(SCc2ccccc2)o1	35µM*	-19%	?	-13%	?	?	-7%	16%	?
47	COc1ccc(S(=O)(=O)NCCC(=O)NCc2ccc(F)cc2)cc1	-24%	17%	2%	-6%	5%	1%	-7%	-5%	-4%
48	CC(C)(C)OC(=O)N1CCC2(CC1)Oc1ccc(F)cc1C(=O)C21CC(c2ccccc2)=NO1 (centres undefined)	11%	-4%	-8%	6%	?	0%	0%	7%	11µM*
49	c1ccc(C(c2nnnn2C2CCCC2)N2CCCCCC2)nc1 (centres undefined)	-23%	-22%	19%[9.24 µM]	-1%	-6%	-19%	1%	-1%	6%
50	CN(C(=O)COc1cc(=O)n(C)c2ccccc12)c1ccc(Br)cc1	6%	5%	1%	-15%	17%	-3%	2%	2%	18%

A second format for some results above.
#10 O=C(CNC(=O)c1ccc(Cl)cc1)NCc1ccccn1
  TDP43 rescue: 10% | HT1080-NT tox: 0% | HT1080 IDH1KD tx: -2% | GLP1R cytotox: 4% | KB-3-1 tox: 0% | KB-V1 cytotox: 15% | SW480 rerep: -18% | GLP-1R agonist: -1% | GLP1R inv ag: -4%
#11 Cc1c(NC(=O)c2ccc(Cl)c([N+](=O)[O-])c2)cccc1-n1cnnn1
  TDP43 rescue: 9% | HT1080-NT tox: 6% | HT1080 IDH1KD tx: -16% | GLP1R cytotox: -11% | KB-3-1 tox: · | KB-V1 cytotox: · | SW480 rerep: ? | GLP-1R agonist: -18% | GLP1R inv ag: 7%
#12 O=C(CN1CCN(c2ccc(O)cc2)CC1)Nc1ccc(SC(F)F)cc1
  TDP43 rescue: -13% | HT1080-NT tox: -3% | HT1080 IDH1KD tx: -14% | GLP1R cytotox: -5% | KB-3-1 tox: ? | KB-V1 cytotox: 9% | SW480 rerep: 17% | GLP-1R agonist: 1% | GLP1R inv ag: ?
#13 O=C(Cn1c(CN2CCCCC2)nc2ccccc2c1=O)Nc1ccccc1
  TDP43 rescue: -9% | HT1080-NT tox: ? | HT1080 IDH1KD tx: ? | GLP1R cytotox: -19% | KB-3-1 tox: 15% | KB-V1 cytotox: -14% | SW480 rerep: 13% | GLP-1R agonist: 0% | GLP1R inv ag: ?

Next section
nr	mol	TDP43 rescue	HT1080-NT tox	HT1080 IDH1KD tx	GLP1R cytotox	KB-3-1 tox	KB-V1 cytotox	SW480 rerep	GLP-1R agonist	GLP1R inv ag
51	CC(=O)c1c(C)nc2nc(-c3ccccc3)nn2c1C	?	·	·	7%	-3%	?	·	0%	1%
52	CC(C)n1c(NCc2ccc(Cl)cc2)nc2ccccc21	-10%	-7%	-15%	-9%	7%	-27%	1%	16%	?
53	O=C(COc1ncnc2ccccc12)N1CCOCC1	-6%	7%	9%	-7%	6%	3%	-9%	-9%	1%
54	CCC(=O)Oc1ccc2ccccc2c1CNC(=O)c1ccccc1	24%	-10%	0%	1%	?	15µM*	-41%[inhibitor]	11%	?

Assay outcomes from PubChem BioAssay.
